Ba/F3 V617F tox – reduce viability of Ba/F3 cells dependent on JAK2V617F; Ba/F3 EpoR-JAK2V617F viability, ATP luminescence; inhibition, % at 5.6 µM; hit rate 1.1% among 220,000; AID 1446;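 active means inhibition above the campaign mean plus 3 SD over all tested compounds, cut at about 24% in these data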;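 further: cytokine-independent growth of Ba/F3 cells driven by EpoR plus mutant JAK2; 0% = DMSO-treated cells and 100% = JAK inhibitor I control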
Wee1 stabilizer – blocks degradation of human Wee1 kinase; HeLa Luc-Wee1K328M stability, luciferase luminescence; 100% = proteasome inhibitor MG132 effect; reporter increase, % at 5 µM; hit rate 1.2% among 220,000; AID 1321;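 active means activation above the mean of all tested compounds plus 3 SD, set per screening run, cut at about 8.8% in these data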;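 further: cells exposed to compound for 20 h before luminescence read; 0% = DMSO alone and 100% = MG132 at 30 µM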
MDM2 E3 inh – inhibitors of human Mdm2 E3 ubiquitin ligase; signal enhancement, % at 5 µM; cell-based MDM2 ubiquitination luciferase reporter, 2 h; 0 = plate control, 100 = twice control, blank-subtracted; hit rate 0.11% among 210,000; Q00987; AID 1230;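 active means signal enhancement of 30% or more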;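 further: luminescence tracks abundance of the self-degrading MDM2-luciferase fusion protein; higher signal means inhibition of MDM2 E3 ligase activity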
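System: stable MDM2–luciferase fusion reporter cells / Input: 2000 cells seeded into each well / Schedule: 4 h settle plus 2 h compound, 37 °C / Compound: single-point 5 µM / Buffer or medium: cells held in DMEM / Benchmarks: control and blank well means / Evaluation: percent signal gain over controls, blank-subtracted / Measured by: luciferase luminescence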
NPY2 pot ag – human NPY-Y2 potentiation or agonism, primary screen | P49146 | cells expressing NPY-Y2, potentiator/agonist read-out | activation, % at 3.6 µM | hit rate 0.45% among 220,000; in the data active means activation above about 27%;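 further: cells stimulated with NPY near EC25 plus isoproterenol at EC100; 0% = vehicle plus submaximal agonist and 100% = vehicle plus saturating agonist; some results beyond the cut were filed as inactive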
S1P4 ag – human S1P4 receptor agonism. O95977. S1P4-expressing cell line, agonist reporter assay. activation, % at 4.98 µM. hit rate 0.35% among 220,000. AID 1509; in the data active means activation above about 11%;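 further: 0% = DMSO vehicle and 100% = reference agonist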
S1P4 antag – antagonists of human S1P4 receptor; O95977; S1P4-expressing cells, antagonist mode, reporter read-out; inhibition, % at 4.98 µM; hit rate 0.26% among 220,000; AID 1510; in the data active means inhibition above about 29%;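 further: 0% = wells stimulated with agonist and 100% = vehicle wells without agonist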
PERK inhibitor – blocks human PERK kinase; hit rate 0.17% among 220,000; inhibition, % at 5.6 µM; CHO PERK-DD fusion, SEAP luminescence translation reporter; Q9NZJ5;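 active means inhibition above the mean inhibition of all tested compounds plus 3 SD, set separately per screening campaign, cut at about 2.9% in these data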;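 further: PERK kinase domain activated by AP20187 dimerizer at 100 nM; 0% = DMSO with dimerizer and 100% = rapamycin at 8.4 µM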
Target sequence (Q9NZJ5 whole entry, looked up, the tested form may be a part): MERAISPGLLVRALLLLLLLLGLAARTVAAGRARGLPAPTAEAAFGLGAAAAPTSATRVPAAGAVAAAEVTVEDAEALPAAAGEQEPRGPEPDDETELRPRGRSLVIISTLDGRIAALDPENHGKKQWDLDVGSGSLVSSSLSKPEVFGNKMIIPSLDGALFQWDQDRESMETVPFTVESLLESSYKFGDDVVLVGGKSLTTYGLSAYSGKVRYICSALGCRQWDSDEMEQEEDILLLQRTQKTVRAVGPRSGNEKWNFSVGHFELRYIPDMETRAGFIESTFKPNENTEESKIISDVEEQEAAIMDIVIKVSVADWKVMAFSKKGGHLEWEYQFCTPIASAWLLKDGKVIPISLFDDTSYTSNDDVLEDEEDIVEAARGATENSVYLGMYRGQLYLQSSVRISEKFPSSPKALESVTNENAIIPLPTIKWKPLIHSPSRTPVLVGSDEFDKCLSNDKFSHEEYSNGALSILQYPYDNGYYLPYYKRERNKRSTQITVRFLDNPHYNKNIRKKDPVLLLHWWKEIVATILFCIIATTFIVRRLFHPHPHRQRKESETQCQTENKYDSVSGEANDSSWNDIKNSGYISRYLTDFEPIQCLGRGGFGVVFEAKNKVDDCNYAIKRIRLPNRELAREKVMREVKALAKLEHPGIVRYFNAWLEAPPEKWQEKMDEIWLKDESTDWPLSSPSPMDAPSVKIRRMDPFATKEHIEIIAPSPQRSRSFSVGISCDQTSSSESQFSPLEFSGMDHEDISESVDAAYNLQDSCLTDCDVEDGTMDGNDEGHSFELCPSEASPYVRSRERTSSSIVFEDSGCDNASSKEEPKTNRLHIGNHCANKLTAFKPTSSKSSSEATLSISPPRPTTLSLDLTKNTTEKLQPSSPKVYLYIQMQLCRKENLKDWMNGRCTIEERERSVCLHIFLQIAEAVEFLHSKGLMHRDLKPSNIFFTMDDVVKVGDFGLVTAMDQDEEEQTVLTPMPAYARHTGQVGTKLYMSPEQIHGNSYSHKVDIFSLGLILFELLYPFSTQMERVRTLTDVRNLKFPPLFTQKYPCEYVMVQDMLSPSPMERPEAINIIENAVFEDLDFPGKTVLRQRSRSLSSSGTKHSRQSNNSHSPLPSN
eIF4E 4G PPI – inhibitors of eIF4E and eIF4G interaction in translation initiation; TR-FRET eIF4E-eIF4GI(517-606) binding, 2 h; inhibition, % at 21.7 µM; hit rate 0.37% among 220,000;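 active means inhibition above about 30%, limit read from the data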;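 further: 0% = full FRET control wells and 100% = background wells lacking eIF4GI fragment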
BaF3 tox – counter-screen for JAK2V617F inhibitors: parental Ba/F3 viability inhibitors; CellTiter-Glo ATP luminescence; inhibition, % at 5.6 µM; hit rate 1.1% among 220,000;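 active means inhibition above a per-campaign cutoff, the mean inhibition of all tested compounds plus 3 SD, cut at about 27% in these data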;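 further: 0% = DMSO wells and 100% = JAK Inhibitor I control wells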
Active calls of the source: *; . = no result given; [ ] = remark or other dose. Hits appear at their usual frequency; any-hit rate near 4.1%.

| smiles | Ba/F3 V617F tox | Wee1 stabilizer | MDM2 E3 inh | NPY2 pot ag | S1P4 ag | S1P4 antag | PERK inhibitor | eIF4E 4G PPI | BaF3 tox |
| --- | --- | --- | --- | --- | --- | --- | --- | --- | --- |
| Cn1c(SCC(=O)NNC(=S)Nc2ccccc2)nnc1-c1ccccc1 | 0 | 2 | -3 | -29 | -0.2 | -38 | 0.6 | -6 | 2 |
| Cc1nc2nc[nH]n2c(=O)c1CCC(C)C | -1 | -1 | -11 | -4 | 2.9 | 2 | -0.4 | 3 | 2 |
| Cn1cc(Br)c(C(=O)NNC(=O)Nc2ccccc2C(F)(F)F)n1 | 0 | 0 | -13 | -10 | 0.1 | -3 | 0.4 | -1 | -1 |
| Cc1ccc(-n2cc[nH]c2=S)c(C)c1 | -5 | 3 | -14 | -1 | 1.1 | -9 | 1.3 | 3 | -2 |
| O=C(NCCCl)C1Cc2c(ccc3ccccc23)O1 (centres undefined) | 3 | 1 | -37 | -23 | -0.5 | -11 | -0.5 | 1 | 1 |
| O=C(O)CCNS(=O)(=O)c1ccc(Oc2ccccc2Cl)cc1 | -6 | 4 | -27 | 0 | -0.8 | -3 | 1.2 | 13 | 0 |
| Cc1ccccc1OCC(=O)NNC(=O)CN1C(=O)c2ccccc2C1=O | -2 | -3 | -7 | -3 | 1.8 | -2 | 0.9 | -3 | 1 |
| Cn1cccc1/C=N/N1CCN(Cc2ccccc2Cl)CC1 | 4 | -2 | -7 | -12 | -1.4 | -1 | -0.3 | 8 | -2 |
| CC(C)(CC(=O)O)Cc1nc(-c2ccc(Cl)cc2)no1 | -3 | -2 | -6 | -19 | 3.0 | -9 | -0.2 | -4 | 0 |
| COc1ccccc1N(CC(=O)Nc1c(C)n(C)n(-c2ccccc2)c1=O)S(=O)(=O)c1ccc(C)cc1 | 1 | -2 | 19 | -2 | -0.1 | -4 | 1.5 | 1 | 3 |
| CCCC(=O)Nc1nnc(C2CCCO2)s1 (centres undefined) | 2 | 3 | -22 | 0 | -0.5 | 9 | 0.6 | -1 | 3 |
| Cc1cccc(C)c1NC(=O)c1ccc(-n2cncn2)nc1 | -1 | -2 | 1 | 4 | -0.3 | 0 | 0.8 | 0 | 6 |
| COc1ccccc1/C=C/C(=C1/C(=O)N(c2ccccc2)N=C1C)c1ccc(C)cc1 | -2 | 1 | 6 | -4 | 1.7 | 6 | 2.4 | 0[fluorescence artefact?] | 3 |
| O=C(Oc1c(-c2ccccc2)oc2ccccc2c1=O)c1ccccc1 | -1 | -2 | -19 | 16 | 0.2 | 0 | 0.6 | -34[fluorescence artefact?] | 0 |
| O=C(CSc1nnnn1CCCO)Nc1ccc2c(c1)OCO2 | 0 | 5 | -36 | -8 | 1.9 | -2 | 0.4 | -5 | 4 |
| Cc1ccc2nc(-c3ccccc3)cn2c1 | 15 | -6 | 0 | -27 | 2.1 | -13 | -0.6 | -3 | 15 |
| COC(=O)/C(N=Nc1c(C)n(C)n(-c2ccccc2)c1=O)=C(\C)O | -2 | -1 | -9 | 11 | 3.1 | -11 | 1.0 | 0 | 3 |
| C(=N\N=C\c1ccccc1)/c1ccccc1 | -2 | 0 | -17 | -2 | 1.9 | -15 | 0.1 | 0 | 0 |
| CCOC(=O)NC1(Nc2ccc(C)cc2)Oc2ccccc2O1 | -5 | -3 | -9 | 11 | -0.1 | -14 | 0.6 | 2[fluorescence artefact?] | 3 |
| COC(=O)C1C(O)=CC(=O)CC1C (centres undefined) | 0 | -3 | -1 | 6 | 0.1 | -18 | 0.4 | 3 | 3 |
| COc1cccc(CN2CCNC(=O)C2CC(=O)O)c1OC (centres undefined) | -1 | 0 | -5 | 1 | 2.1 | -11 | 1.7 | -1[fluorescence artefact?] | 2 |
| O=[N+]([O-])c1ccc2c(c1)nc1n2CCN(c2ccccc2)C1 | 2 | 2 | . | -7 | -0.4 | 11 | 0.5 | -11 | -8 |
| COc1ccc(S(=O)(=O)N2CCC(C(=O)NCc3ccco3)CC2)cc1 | -1 | 4 | 1 | 7 | 1.4 | -12 | -0.1 | 3 | 4 |
| COC(=O)CSc1nnc(SCc2ccc(OC)cc2)s1 | 2 | 0 | -3 | -15 | -1.1 | -15 | -0.2 | -3 | 4 |
| Nc1cc(=O)[nH]c(=O)n1Cc1ccco1 | -3 | 1 | -17 | 4 | 0.0 | 6 | 1.1 | 2[fluorescence artefact?] | -1 |
| O=C(CNC(=O)OCc1ccccc1)NC1CCCCCCC1 | -6 | -1 | . | 0 | -0.1 | -4 | 0.0 | 3 | -2 |
| CC(CN1CCOCC1)OC(=O)Cc1ccc(Cl)cc1 (centres undefined) | 0 | 0 | -3 | -3 | 2.8 | -19 | 1.6 | 18 | 7 |
| Cc1cc(C)cc(NC(=O)CN2CCN(CCN=CC3=C(O)CC(c4ccc(Cl)cc4)CC3=O)CC2)c1 (centres undefined) | -3 | -1 | -6 | 1 | 0.1 | 7 | -0.7 | 1 | 3 |
| CC1=CC(C)C(/C=N/n2cnnc2)C(C)C1 (centres undefined) | -2 | 0 | 1 | -6 | -0.9 | 1 | 0.8 | -3 | -2 |
| COC(=O)c1ccc(Oc2nc(C)cc(Oc3ccccc3)n2)cc1 | 2 | 0 | -1 | 17 | 2.4 | -8 | -0.7 | -1 | 7 |
| CCNC(=O)N1C(=O)C2(OCCO2)c2cc(Br)ccc21 | -4 | 1 | -14 | 25 | 0.5 | -5 | 1.6 | -12[fluorescence artefact?] | -1 |
| C=CCNC(=O)CSc1nnc(-c2cccs2)o1 | -3 | -1 | 24 | -7 | -0.3 | -12 | 1.8 | 5 | 4 |
| Cc1ccc(N=C2NC(=O)/C(=C\c3ccco3)S2)cc1 | 1 | -1 | -5 | -15 | -0.1 | -1 | 0.5 | 3 | 4 |
| Cc1nn(-c2ccccc2)c2sc(-c3nnc(SCC(=O)O)o3)cc12 | -4 | -1 | -3 | 3 | -1.4 | 2 | 0.2 | 4 | 1 |
| CCc1nc2cc(Cl)c(Cl)cc2[nH]1 | -1 | -3 | -3 | -9 | 0.6 | -21 | 0.5 | 8 | 1 |
| COc1ccccc1N(CC(=O)NC(C)(C)C)S(=O)(=O)c1cccs1 | 0 | -2 | 8 | 7 | 0.1 | -4 | -0.3 | -4[fluorescence artefact?] | 2 |
| O=C(CCNc1n[nH]c(=O)[nH]c1=O)N/N=C/c1ccc(Cl)cc1 | 0 | -4 | -7 | -3 | -0.4 | -14 | 0.8 | -2 | 10 |
| CCOP(=O)(c1ccccc1)c1nc(-c2ccccc2C)oc1N1CCCCC1 (centres undefined) | -3 | -2 | -16 | 23 | -1.0 | -5 | -1.1 | 8 | 4 |
| COc1ccccc1NC(=O)CSc1nnc(C2CCCCC2)n1C | 2 | 3 | -4 | -14 | -0.1 | -11 | -1.0 | -15 | 3 |
| COc1cc(OC)c(C(=O)CCC(=O)O)cc1OC | -2 | 4 | -8 | 6 | -1.5 | -8 | 0.5 | -4 | 1 |
| CCCOC(=O)CCCCCCCCC(O)CN1CCCCC1 (centres undefined) | 3 | -3 | -11 | -23 | 1.2 | 2 | 0.1 | -1 | 11 |
| CN(c1nc(-c2ccc(Br)cc2)cs1)C1CCS(=O)(=O)C1 (centres undefined) | -1 | 5 | -4 | 12 | -1.0 | 24 | 0.5 | -1 | 5 |
| O=c1[nH]c2ccc(S(=O)(=O)NCc3ccccn3)cc2s1 | 0 | 1 | -1 | 5 | 1.0 | -25 | 0.7 | 0 | 4 |
| CC(C)CCN(C(=O)Nc1ccccc1)C(C)c1cccs1 (centres undefined) | -1 | -2 | -1 | 4 | 0.7 | -5 | -0.1 | -4 | 2 |
| CCOC(=O)N1CCN(C(=O)C2CCN(C(=O)c3cc4sccc4n3CC)CC2)CC1 | 2 | -2 | -12 | 2 | -0.8 | 5 | 0.1 | -7[fluorescence artefact?] | 6 |
| CCOC(=O)N1CCN(C(=O)CN(C2CCCCC2)S(=O)(=O)c2ccc(C)cc2)CC1 | 1 | 0 | 3 | 4 | 2.0 | -18 | -0.1 | -9[fluorescence artefact?] | 3 |
| COCCOc1cc(NC(=O)CS(=O)(=O)CC(=O)N(C)C)c(Cl)cc1Cl | 0 | 4 | -10 | 31 | 0.5 | 3 | 0.9 | 1 | 6 |
| CCOc1cnn(Cc2ccccc2)c(=O)c1SCc1ccccc1 | 0 | 0 | -7 | -7 | -0.6 | -19 | -0.7 | 1[fluorescence artefact?] | 4 |
| CSc1nc2c(c(=O)[nH]1)CCCC2 | -2 | 0 | -12 | 1 | 1.5 | 2 | 0.5 | 2 | 3 |
| Cc1cc(Cl)ccc1NNC(N)=S | -1 | -1 | -17 | 14 | -0.4 | 0 | 0.7 | 1 | -3 |
| CCN=c1scc(-c2ccco2)n1/N=C/c1ccc(OC)c(O)c1 | 2 | 1 | -27 | -2 | 1.2 | 3 | 0.1 | -9[fluorescence artefact?] | 8 |
| CCOC(=O)C1(Cc2cccc(OC)c2)CCN(CC=C(C)C)CC1 | -2 | 0 | -2 | -23 | 1.7 | 7 | -0.3 | 0 | 3 |
| Cc1c(Nc2nc3ccccc3nc2N2CCN(c3ccccc3)CC2)c(=O)n(-c2ccccc2)n1C | 2 | -2 | -11 | -10 | -2.0 | -11 | -0.5 | 1 | 6 |
| CC1(C)Cc2c(sc3nc(C4CCCCC4)n(N)c(=O)c23)CO1 | -1 | -1 | -4 | -11 | 0.9 | 4 | 0.2 | 7 | 1 |
| O=C1C(SC(F)(F)C(F)F)=C(C(F)(F)F)OC2C3C=CC(C3)C12 (centres undefined) | 2 | -2 | -3 | 14 | 0.2 | 0 | 1.2 | -3 | 5 |
| O=C(O)C1CCCCC1C(=O)NCCc1ccccc1 (centres undefined) | 3 | -3 | -7 | -9 | -1.8 | -7 | 0.1 | 4[fluorescence artefact?] | -2 |
| Cc1cc(=O)n2c3ccccc3n(CC(O)CN3CCN(Cc4ccccc4)CC3)c2c1C#N (centres undefined) | 3 | 4 | -26 | -8 | -0.3 | -8 | -0.9 | -3 | 0 |
| CC(=O)N1CCN(Cc2nc3cc(NC(=O)c4ccc(F)cc4)ccc3n2C)CC1 | -4 | -1 | -12 | 1 | -1.7 | 8 | 1.0 | 3 | 1 |
| Cc1ccc(CNC(=O)C2CCN(S(=O)(=O)c3cnc[nH]3)CC2)cc1 | -5 | -2 | -5 | -8 | -0.6 | 8 | 0.5 | -6 | 0 |
| CC(=O)Nc1cccc(NC(=O)CSc2nnnn2C(C)C)c1 | 4 | 0 | -17 | 11 | 1.8 | -13 | -1.2 | 2[fluorescence artefact?] | 2 |

New compounds follow.
| smiles | Ba/F3 V617F tox | Wee1 stabilizer | MDM2 E3 inh | NPY2 pot ag | S1P4 ag | S1P4 antag | PERK inhibitor | eIF4E 4G PPI | BaF3 tox |
| --- | --- | --- | --- | --- | --- | --- | --- | --- | --- |
| Cc1cccc(C)c1NC(=S)N/N=C1\CC2CC=CC12 (centres undefined) | 2 | -2 | -10 | 7 | 2.1 | -11 | -1.1 | -3 | 3 |
| COc1cccc(-n2c(C)nc3c(cnn3-c3ccc(Cl)cc3)c2=O)c1 | -2 | -2 | -10 | 14 | 1.3 | -7 | 1.0 | 1 | 6 |
| Cc1ccc2cc(CN(C)S(C)(=O)=O)c(=O)[nH]c2c1 | -2 | 2 | -7 | -13 | -0.3 | 19 | 0.8 | 5 | 5 |
| O=c1c2cn[nH]c2[nH]c(=S)n1-c1ccccc1Cl | -3 | -1 | -25 | -27 | -1.0 | 5 | 2.1 | -3 | 2 |

Bioassay records from PubChem.
